Assay outcomes (PubChem)
TSHR antag = human thyrotropin receptor antagonism; P16473; TSHR-expressing cells, TSH-stimulated cAMP HTRF, 2 h; hits give low values; activity change, negative = inhibition, % at 11.5 µM; 330,000 tested, 0.2% active; AID 504810;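 active = activity change below a set negative limit, meaning inhibition stronger than a set level, cut at about -70% in these data; inconclusive = activity change between two set negative limits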; also: % is scaled to controls: 0 for no effect and ±100 for the full control effect
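TSHR-expressing cells, 200/well, pre-treated with compound, then stimulated with EC80 TSH (4nM final) for 2 hours at 37 deg C. cAMP measured by competitive HTRF: anti-cAMP cryptate antibody in lysis buffer plus cAMP-d2, read after 30 minutes at room temperature.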
Integrin act MD = activators of alpha7 integrin expression for muscular dystrophy | 350,000 tested, 0.064% active | alpha7betagal myoblasts, beta-gal FDG fluorescence, 48 h | Potency, µM (series often up to 38.3 µM), without a hit: at the top dose activation, usual class: activators | AID 624291;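 also: potency is read from the fitted curve at half-maximal effect; 100% = response of the positive control SU9516; nearly all actives have a fitted effect of over 60% in size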
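Alpha7betagal+/- myoblasts (passage 13) were plated 16-24 hr, then exposed to compounds (1:260 dilution of DMSO stock) for 48 hours at 37C. After MPER lysis, β-galactosidase reporter activity was read as FDG fluorescence (ex 480/em 540) after 30 minutes.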
TCR activator = activates T cell receptor signaling | 330,000 tested, under 10 active | Potency, µM (top dose mostly 9.22 µM), without a hit: at the top dose activation of IL-2 secretion, hits mostly activators | AID 504894 | primary human leukocytes, anti-CD3, IL-2 HTRF, 48 h; also: % of control where 0% means no effect
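Primary human leukocytes incubated 48 hr with anti-CD3 beads plus compound, without co-stimulation. Secreted IL-2 measured by HTRF (europium cryptate/d2 anti-IL-2 pair, 320 nm excitation, 665 nm emission).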
ASM inhibitor = blocks human secretory acid sphingomyelinase | 340,000 tested, 0.006% active | Potency, µM (titrated, usually from 57.5 µM), without a hit: at the highest dose activity change, negative = inhibition, usual class: inhibitors | placental ASM, HMU-PC fluorogenic substrate, 60 min | P17405; also: potency is read from the fitted curve at half-maximal effect
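Human placenta-derived ASM enzyme was preincubated with compound for 10 minutes at room temperature, then given fluorogenic substrate HMU-PC0 (9 uM final) for 60 minutes at 37 °C; a pH 10 stop preceded fluorescence reading at Ex 386/Em 447 nm.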
MBNL1-CUG inh = blocks human MBNL1 binding to CUG repeat RNA. AID 2675. Potency, µM (series often up to 57.5 µM), without a hit: top-dose activity change, negative = inhibition, usual class: inhibitors. Q9NR56. TR-FRET MBNL1-His/biotin-(CUG)12 binding, 665/545 ratio. 280,000 tested, 0.036% active; active = well fitted inhibition curve with a large enough effect in the signal ratio, with a control signal flat, not every such curve was filed as active; inconclusive = small, poorly fitted or top-dose-only effect, or effect the other way, or a change in a side signal; inactive = no such curve, though single readings can be large or run the other way; the % refers to the signal ratio; also: potency is read from the fitted curve at half-maximal effect; % is scaled to controls: 0 for no effect and ±100 for the full control effect
Target sequence (Q9NR56 whole entry, looked up): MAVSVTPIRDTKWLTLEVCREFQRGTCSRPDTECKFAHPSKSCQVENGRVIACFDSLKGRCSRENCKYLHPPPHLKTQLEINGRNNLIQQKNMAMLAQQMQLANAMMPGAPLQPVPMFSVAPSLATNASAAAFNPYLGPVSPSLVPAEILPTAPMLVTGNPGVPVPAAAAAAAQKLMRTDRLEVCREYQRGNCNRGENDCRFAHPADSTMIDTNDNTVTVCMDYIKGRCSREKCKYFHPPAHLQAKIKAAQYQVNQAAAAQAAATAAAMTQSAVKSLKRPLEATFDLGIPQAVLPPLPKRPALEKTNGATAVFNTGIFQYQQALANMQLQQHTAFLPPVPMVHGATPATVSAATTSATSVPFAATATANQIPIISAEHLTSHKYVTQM
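Inhibition of protein-RNA binding appears as loss of TR-FRET between terbium anti-His antibody on MBNL1-His and streptavidin-XL665 on biotin-(CUG)12. Activity is normalized to buffer-only and uninhibited-complex controls.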
AT treatment = candidate therapy for ataxia-telangiectasia | […] A-T fibroblasts, KAP-1 phosphorylation AlphaLISA; neocarzinostatin DNA damage 30 min before lysis | Potency, µM (doses to about 57.5 µM), for inactives: top-dose activation, hits mostly activators | 320,000 tested, 0.19% active | AID 485349; also: potency is read from the fitted curve at half-maximal effect; % of control where 0% means no effect; nearly all actives have a fitted effect of over 45% in size
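ATM-like activity read as KAP-1 phosphorylation via AlphaLISA donor/acceptor antibody pairs after lysis and 6 hr at 25C. Cells were ATM-null patient fibroblasts ([…], hTERT), dosed 60 min, then exposed to the DSB inducer NCS for 30 min.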
MLL CXXC-DNA inh = inhibitors of human MLL CXXC domain-DNA interaction; Q03164; MLL-CXXC / FITC-HOXA9 DNA fluorescence polarization; Potency, µM (titrated, usually from 115 µM), inactives show at the top dose activity change, negative = inhibition, actives largely listed as inhibitors; 290,000 tested, 0.037% active; AID 2662; active = well fitted inhibition curve with a large enough effect in the polarisation, with a control signal flat, not every such curve was filed as active; inconclusive = small, poorly fitted or top-dose-only effect, or effect the other way, or a change in a side signal; inactive = no such curve, though single readings can be large or run the other way; the % refers to the polarisation; also: potency is read from the fitted curve at half-maximal effect
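Fluorescence polarization: 7 uM MLL-CXXC (stock) preincubated 5 min with compounds, then 50 nM fluorescein-HOX-A9 DNA (stock) added; 30 min ambient. Buffer 50 mM Tris-HCl pH 7.5, 50 mM NaCl, 1 mM DTT, 0.05% BSA.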
TSG101-PTAP inh = blocks PTAP/TSG101 interaction to inhibit HIV-1 budding; Q99816; Fluorescence polarization, FITC-PTAP peptide / Tsg101 binding; Potency, µM (doses to about 115 µM), for inactives: at the highest dose activity change, negative = inhibition, usual class: inhibitors; 340,000 tested, under 10 active; AID 493005; active = well fitted inhibition curve with a large enough effect in the main read-out, with a control signal flat, not every such curve was filed as active; inconclusive = small, poorly fitted or top-dose-only effect, or effect the other way, or a change in a side signal; inactive = no such curve, though single readings can be large or run the other way; also: potency is read from the fitted curve at half-maximal effect; % of control where 0% means no effect
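Tsg101 binding domain (10 uM final) was mixed with compound and a FITC-labeled PTAP peptide (50 nM final) in HEPES pH 7.5 buffer with NaCl, Tween 20, EDTA and TCEP; fluorescence polarization was read after 20 min at r.t.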
Mito fusion act = mitochondrial division inhibition or fusion activation; S. cerevisiae fusion-defective mutant growth rescue, CellTiterGlo 48 h; Potency, µM (titrated, usually from 46.1 µM), for inactives: at the top dose growth rescue (activation), most hits filed as activators; 320,000 tested, 0.23% active; AID 485298;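 also: potency is read from the fitted curve at half-maximal effect; % of control where 0% means no effect; nearly all actives have a fitted effect of over 45% in size; temperature-sensitive fusion mutants such as fzo1-1 at 37 °C on non-fermentable ethanol glycerol medium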
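Read-out: ATP-based luminescence (CellTiterGlo, 10 min ambient) reporting growth of fusion-defective ts yeast after 48 hours at 37C on glycerol/ethanol YPEG medium in the presence of compound.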
Menin MLL FP TR = inhibitors of human menin-MLL interaction, mutant MLL peptide; Menin + Texas Red MLL mutant peptide, fluorescence polarization; Potency, µM (titrated, usually from 61.6 µM), inactives show top-dose FP activity change, negative = inhibition, actives largely listed as inhibitors; 270,000 tested, 0.23% active; active = well fitted inhibition curve with a large enough effect in the polarisation, with a control signal flat, not every such curve was filed as active; inconclusive = small, poorly fitted or top-dose-only effect, or effect the other way, or a change in a side signal; inactive = no such curve, though single readings can be large or run the other way; the % refers to the polarisation; also: potency is read from the fitted curve at half-maximal effect; % of control where 0% means no effect; many of its hits are not listed in these tables
Target sequence (O00255 whole entry, looked up): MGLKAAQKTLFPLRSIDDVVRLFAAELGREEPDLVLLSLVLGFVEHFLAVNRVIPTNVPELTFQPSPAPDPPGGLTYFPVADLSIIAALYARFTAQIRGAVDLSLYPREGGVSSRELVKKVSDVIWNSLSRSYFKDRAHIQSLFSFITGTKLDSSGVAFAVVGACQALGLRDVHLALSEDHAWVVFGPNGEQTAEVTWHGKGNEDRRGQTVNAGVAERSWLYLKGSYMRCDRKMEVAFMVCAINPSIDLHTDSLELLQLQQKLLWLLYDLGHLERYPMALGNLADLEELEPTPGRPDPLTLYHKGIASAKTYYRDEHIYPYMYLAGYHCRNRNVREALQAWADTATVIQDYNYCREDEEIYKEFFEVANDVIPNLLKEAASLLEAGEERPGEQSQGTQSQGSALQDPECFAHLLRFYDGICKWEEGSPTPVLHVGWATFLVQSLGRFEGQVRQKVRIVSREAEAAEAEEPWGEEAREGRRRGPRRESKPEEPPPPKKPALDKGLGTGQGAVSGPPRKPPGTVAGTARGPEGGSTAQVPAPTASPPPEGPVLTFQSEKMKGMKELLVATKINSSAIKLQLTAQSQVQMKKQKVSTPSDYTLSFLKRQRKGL
* = called active by the depositor; ? = inconclusive; . = no result given; & = joins results of further samples; [ ] = remark or other dose. Unless noted, calls follow the shape of the dose curve; as a rule, active = well fitted curve in the direction sought with a large enough effect; inconclusive = small, poorly fitted or top-dose-only effect, or another doubt; inactive = no such curve, though single readings can be large; an effect the other way counts as inactive or inconclusive. Not all compounds are listed; the hit share may differ from the screen's.

SMILES	TSHR antag	Integrin act MD	TCR activator	ASM inhibitor	MBNL1-CUG inh	AT treatment	MLL CXXC-DNA inh	TSG101-PTAP inh	Mito fusion act	Menin MLL FP TR
CC(=O)CCn1cnc([N+](=O)[O-])n1	4	5%	3%	-2%	?	1%	2%	-2%	-5%	1%
Cc1ccc(CS(=O)(=O)c2nc3c(c(N(C)C)n2)CCCC3)cc1	9	-169%[inhibitor]	-4%	1%	16%	2%	-5%	0%	1%	-17%
Cc1cc(C)c2c(n1)sc1c(=O)n(Cc3ccccc3Cl)nnc12	-10	14%	6%	-6%	4%	.	-1%	-7%	7%	-5%
Cc1cccc(NC(=O)c2sc3nc(N4CCOCC4)c4c(c3c2N)CCCC4)c1	11	-44%	-3%	-1%	4%	3%	5%	-1%	?	.
O=C(OCC(=O)c1ccco1)c1ccc2ncsc2c1	5	-1%	-22%	2%	-4%	-1%	-3%	-1%	-3%	23%
Cc1ccc(NC(=O)CCC(=O)NNC(=S)Nc2ccccc2)c(C)c1	-7	12%	4%	-2%	?	2%	-4%	3%	1%	1%
O=C(OC1CCOC1=O)c1ccc(S(=O)(=O)N2CCCCCC2)cc1 (stereo not drawn)	6	9%	-4%	8%	-6%	-4%	-8%	-3%	-4%	-9%
Clc1ccccc1CSc1nnc(/C=C/c2ccccc2)o1	-15	-6%	13%	-14%	0%	8%	-3%	-1%	3%	?
Cc1ccc(N(CC(=O)NC(C)(C)C)C(=O)CNC(=O)c2cccs2)c(C)c1	-3	23%	-3%	-1%	8%	2%	-6%	-2%	1%	-13%
CCOC(=O)c1sc2nc3c(cc2c1N)COC(C(C)C)C3 (stereo not drawn)	-1	-8%	-6%	148%[activator]	-14%	-5%	3%	-6%	-17%	-2%
Cc1ccc(Cl)cc1NC(=O)c1ccc(NC(=O)CCC(=O)O)cc1	3	34%	1%[46.1 µM]	0%	.	-2%	12%	-2%	-5%	0%
CCC1CCCCN1C(=O)c1cc(COc2ccc3ncccc3c2)on1 (stereo not drawn)	-19	-21%	-2%	-3%	15%	4%	-11%	-6%	9%	5%
CCOC(=O)c1sc(NC(=O)c2cccnc2)c(C#N)c1C	-22	20%	-7%	0%	11%	0%	-6%	0%	4%	4%
N#C/C(=C\c1coc2ccccc2c1=O)C(N)=S	-13	-13%	0%	1%	?	-9%	-3%	3%	-4%	10%
O=C1c2ccccc2-c2c1cccc2C(=O)N1CCCCCC1	5	18%	-2%[46.1 µM]	2%	25%[11.5 µM]	0%	1%	-3%	22%	3%

Look-ups from the results shown:
O=C(OCC(=O)c1ccco1)c1ccc2ncsc2c1 in TSG101-PTAP inh → -1%
Cc1cc(C)c2c(n1)sc1c(=O)n(Cc3ccccc3Cl)nnc12 in MLL CXXC-DNA inh → -1%
Cc1ccc(Cl)cc1NC(=O)c1ccc(NC(=O)CCC(=O)O)cc1 in Mito fusion act → -5%
Clc1ccccc1CSc1nnc(/C=C/c2ccccc2)o1 in TSG101-PTAP inh → -1%
CC(=O)CCn1cnc([N+](=O)[O-])n1 in TCR activator → 3%

Following part:
SMILES	TSHR antag	Integrin act MD	TCR activator	ASM inhibitor	MBNL1-CUG inh	AT treatment	MLL CXXC-DNA inh	TSG101-PTAP inh	Mito fusion act	Menin MLL FP TR
CC1CCCCC1NC(=O)Cn1nnc(-c2ccc(Cl)cc2)n1 (stereo not drawn)	-1	?	0%	3%	-3%	-2%	28%	-1%	1%	1%
CC1Cc2nc(SCC(N)=O)n(Cc3ccccc3)c(=O)c2S1 (stereo not drawn)	-2	13%	-2%	-5%	4%	5%	-2%	2%	3%	.
O=C(NCCCn1ccnc1)c1ccc(S(=O)(=O)Nc2ccccc2)cc1	2	?	11%	2%	-2%	-4%	-7%	-1%	0%	.
CCc1noc(C)c1C(=O)NNC(=O)COc1cc(C)ccc1C	23	45%	5%	-2%	.	-2%	.	-1%	-1%	.
Cc1cccc(NC(=O)c2cc(-c3cc(C)c(C)cc3O)n[nH]2)c1	-9	?	-1%	-1%	1%	-9%	5%	0%	-2%	?
Cc1cc(Br)c(OCc2ccc(C(=O)N/N=C3\CC(=O)CC(C)(C)C3)cc2)c(Br)c1	-1	-24%	2%[46.1 µM]	7%	.	2%	22%	3%	-3%	4%
O/N=C1/CCCCc2sccc21	4	19%	-4%	6%	2%	-11%	5%	-3%	1%	0%
CCOC(=O)Cc1csc(NC(=O)c2ccc(NC(C)=O)cc2)n1	19	-1%	6%[46.1 µM]	2%	9%	1%	-3%	-4%	-5%	-11%
Cc1cc(Nc2ccc(C(C)C)cc2)n2ncnc2n1	6	-14%	-5%[46.1 µM]	-4%	0%	1%	5%	0%	8%	3%
Cc1ccc(S(=O)(=O)N2CCC[C@H]2C(=O)OCC(=O)N2c3ccccc3NC(=O)C2(C)C)cc1	.	0%	-3%	2%	.	.	.	-7%	.	.
O=c1cc(CN2CCCc3ccccc32)nc2sccn12	9	30%	-1%	11%	?	-4%	?	?	-1%	-19%
CCOc1ccc(C(CC(=O)O)NC(=O)COc2ccc3ccccc3c2)cc1OC (stereo not drawn)	3	-1%	-1%	4%	-11%	-10%	27%	-3%	-6%	16%
C/C(CC(=O)NCc1ccco1)=N\NC(=O)Cc1cccc2ccccc12	17	-11%	0%	2%	-3%	-3%	2%	-6%	1%	-3%
COc1ccc(C2=NOC3(CC(=O)N(c4ccc(F)cc4)C3=O)C2)cc1 (stereo not drawn)	-5	29%	-8%	-2%	-3%	-3%	-2%	-1%	-11%	.
CCOc1ccc2oc(C(=O)NC3CC(C)(C)NC(C)(C)C3)c(C)c2c1	19	-35%	-7%	3%	-9%	-2%	-1%	-5%	-3%	0%
C/C(=N/NC(=O)CC1N=C(Cc2ccccc2)NNC1=O)c1cccnc1 (stereo not drawn)	-2	16%	.	-2%	3%	0%	-13%	0%	2%	6%
O=C(C1CCCN1S(=O)(=O)c1cccc2nsnc12)N1CCCCCC1 (stereo not drawn)	2	-15%	4%	4%	?	6%	-15%	-6%	-3%	.
O=C1Cc2ccccc2C(=O)N1Cc1cccc(Cl)c1	-7	?	-4%	51%	-15%	-10%	?	-1%	-6%	?
Cc1cc(SCC(=O)NC2CCCC2)nc2ccccc12	18	32%	-1%	0%	2%	4%	-2%	-3%	1%	-8%
CC(C(=O)Nc1ccccc1C#N)N1C(=O)NC2(CCCCCC2)C1=O (stereo not drawn)	5	-25%	0%	4%	.	2%	.	-12%	1%	.
Cc1nccn1CCCNC(=O)CC1C(=O)NCCN1Cc1ccccc1C(F)(F)F (stereo not drawn)	-2	1%	-8%	2%	-3%	-9%	-19%	-4%	-15%	.
COCc1cc(=O)[nH]c(N2CCN(C(=O)c3ccco3)CC2)n1	2	6%	0%	0%	-2%	-11%	-13%	-2%	12%	-3%
CN(c1cccc(NC(=O)Cc2ccccc2)c1)S(C)(=O)=O	1	3%	.	5%	1%	0%	-3%	-2%	-6%	27%
COc1ccc(N2CCN(C3CCCN(C(=O)CCN4CCCCO4)C3)CC2)cc1 (stereo not drawn)	-3	19%	0%	1%	8%	2%	-1%	0%	4%	-13%
COc1ccc2c(c1)O[C@@H](c1cccc(C(F)(F)F)c1)[C@H](OC(=O)NCCc1ccc(OC)c(OC)c1)C2=O	1	.	.	.	1%	-4%	2%	.	4%	-1%&5%

Filtered by structure, the compounds so far containing an aryl thioether with sulfur outside any ring (three)
SMILES	TSHR antag	Integrin act MD	TCR activator	ASM inhibitor	MBNL1-CUG inh	AT treatment	MLL CXXC-DNA inh	TSG101-PTAP inh	Mito fusion act	Menin MLL FP TR
Clc1ccccc1CSc1nnc(/C=C/c2ccccc2)o1	-15	-6%	13%	-14%	0%	8%	-3%	-1%	3%	?
CC1Cc2nc(SCC(N)=O)n(Cc3ccccc3)c(=O)c2S1 (stereo not drawn)	-2	13%	-2%	-5%	4%	5%	-2%	2%	3%	.
Cc1cc(SCC(=O)NC2CCCC2)nc2ccccc12	18	32%	-1%	0%	2%	4%	-2%	-3%	1%	-8%
